Bioassay records (PubChem)
RNase H inhibition: RNase H inhibition, HIV 1 Gag Pol polyprotein, FRET biochemical assay, screening (AID 372). HIV-1 RT RNase H, FRET RNA/DNA substrate fluorescence; higher % means a stronger effect. inhibition, % at 10 µM; hits with a dose series show IC50 in µM. 100,000 tested, 0.77% active; in the data active means inhibition above about 50%
Numbers without * were called inactive. This is a subset. The share of hits here may be higher or lower than overall.

SMILES	RNase H inhibition
Cc1ccccc1CC1S/C(=N/N=C/c2ccccc2F)NC1=O (stereo not given)	3%
O=C(N/N=C/c1nc2ccccc2n1Cc1ccccc1)c1ccccc1	33%
O=C(NCc1ccccc1)C(=O)Nc1cccc2ccccc12	4%
O=Cc1ccccc1OCc1ccc(Cl)c(Cl)c1	16%
CCCOc1cccc(C(=O)Nc2sc(C)c(-c3ccc(C)cc3)c2C(=O)OC)c1	1%
O=C1/C(=C/c2ccccc2Cl)SC(=S)N1CC(=O)N(Cc1ccccc1)c1ccccc1	9%
CCN(CC)CCCCOc1ccc(F)cc1	6%
Cc1ccc(N2C(=O)C3C(c4cccc(F)c4)OC4(C(=O)c5ccccc5C4=O)C3C2=O)cc1 (stereo not given)	7%
COc1ccc(CN2CCSCC2)c(OC)c1C	4%
COc1ccc(C(=O)/C=C/c2ccccc2C)c(OC)c1	18%
O=C(/C=C/Nc1ccc([N+](=O)[O-])cc1Br)c1ccccc1	6%
CC(C)(C)c1cc(/C=N\N2CCN(c3ccc(Cl)cc3)CC2)cc(C(C)(C)C)c1O	0%
CCN(CC)c1ccc(NC(=O)/C=C\C(=O)O)cc1	29%
COC(=O)c1ccc(COc2ccc3c(c2)oc(=O)c2cc(OC)ccc23)o1	0%
CC1(C)Cc2c(c(N3CCOCC3)nc3sc4c(NCc5ccccc5)ncnc4c23)CO1	17%
COc1ccc(NC(=O)c2ccccc2Br)c([N+](=O)[O-])c1	4%
O/N=C/c1ccc(OCc2ccc(Cl)c(Cl)c2)cc1	7%
CCOc1ccc(C(=O)Nc2cccc(-c3nc4cc(C)ccc4o3)c2)cc1	12%
COc1ccc(C(C)N(C)CCC(c2ccccc2)c2ccccc2)cc1OC (stereo not given)	5%
O=C(Nc1ccccc1C(F)(F)F)C(Cl)(Cl)Cl	11%
Cc1cc(F)ccc1NCc1ccc2c(c1)OCCO2	7%
COc1ccc(C(=O)NCc2ccccc2OC)cc1	0%
Cc1cccn2c(=O)c(/C=C3\SC(=S)NC3=O)c(NCCCn3ccnc3)nc12	0%
Cc1ccc(-c2nc3ccccc3s2)cc1NC(=O)COc1ccccc1C	13%
C/C(=N\Nc1nc(C)cc(=O)[nH]1)c1ccccc1	0%
CCCC/C(C)=N\NC(=O)c1cccc(Br)c1	0%
CCOC(=O)c1c(NC(=O)COc2ccc(F)cc2)sc(C(=O)Nc2ccccc2C)c1C	15%
CCCCNCCCCCOc1c(C)cccc1C	13%
Cc1cc(C)nc(/N=C(\N)Nc2ccccc2-c2ccccc2)n1	24%
CCc1ccc(NC(=S)NC(=O)c2ccc(Cl)cc2)cc1	17%

Among those listed so far, 5 contain four or more nitrogen atoms:
SMILES	RNase H inhibition
O=C(N/N=C/c1nc2ccccc2n1Cc1ccccc1)c1ccccc1	33%
CC1(C)Cc2c(c(N3CCOCC3)nc3sc4c(NCc5ccccc5)ncnc4c23)CO1	17%
Cc1cccn2c(=O)c(/C=C3\SC(=S)NC3=O)c(NCCCn3ccnc3)nc12	0%
C/C(=N\Nc1nc(C)cc(=O)[nH]1)c1ccccc1	0%
Cc1cc(C)nc(/N=C(\N)Nc2ccccc2-c2ccccc2)n1	24%

Other records:
SMILES	RNase H inhibition
O=C(CSCc1ccccc1Cl)Nc1cc(Cl)cc(Cl)c1	24%
O=C(c1ccccc1Cl)N1CCC(Cc2ccccc2)CC1	4%
CCCC(=O)Nc1ccc(NC(=O)c2ccc(-c3ccc([N+](=O)[O-])cc3OC)o2)cc1	56%*
Cc1c(NC(=O)COc2ccc3ccccc3c2)cccc1[N+](=O)[O-]	0%
COc1cc(C(=O)NC(=S)Nc2cccc(-c3nc4cc(Cl)ccc4o3)c2)cc(OC)c1OC	13%
Cc1ccc(-c2nc3ccccc3o2)cc1NC(=O)COc1ccc(Cl)cc1	9%
COc1ccc(-c2csc(/C(C#N)=C\c3ccc(C)s3)n2)cc1	21%
CC(C)(C)CC(C)(C)NC(=O)CSc1ncc(-c2ccccc2)[nH]1	8%
COc1cccc(N2C(=O)/C(=C/c3ccc(Cl)cc3)SC2=S)c1	0%
COc1ccc(CN(CCC2CCOC(C)(C)C2)C(C)=O)cc1 (stereo not given)	0%
Cc1cc(C)nc(Nc2nc3ccccc3[nH]2)n1	7%
CCOC(=O)c1ccc(N2NC(=O)/C(=C/c3ccc(C=O)cc3)C2=O)cc1	6%
Cc1ccc(N2C(=O)CSC2c2ccc(F)cc2)cc1 (stereo not given)	1%
COc1ccc(C(=O)Nc2sc3c(c2C#N)CCCC3)cc1S(=O)(=O)N1CCOCC1	10%
Cc1ccc(NC(=O)O/N=C\c2ccc(Br)cc2)cc1	9%
Cc1ccc(OCC(=O)N2CCN(c3ccc([N+](=O)[O-])cc3)CC2)c(Br)c1	5%
CC(CN1CCC(C(=O)NC2CCCCCC2)CC1)c1ccccc1 (stereo not given)	32%
CC1(C)CC(=O)C(C=Nc2cccc(Cl)c2)=C(O)C1	0%
COc1ccc(C2=C(Nc3ccccc3)c3ccccc3C2=O)cc1	15%
CCOC(=O)N1CCN(C2CC(=O)N(c3ccccc3)C2=O)CC1 (stereo not given)	0%
Cn1c(-c2ccc(S(=O)(=O)O)s2)nc2ccccc21	3%
CSc1ccc(/C=N/NC(=O)c2ccoc2C)cc1	10%
N#CC(C#N)=CN1CCCc2ccccc21	0%
CCOC(=O)c1sc(NC(=O)c2nn3c(C(F)(F)F)cc(-c4ccccc4)nc3c2Cl)c(C(=O)OCC)c1C	0%
CCCC(=O)N1CCN(Cc2ccccc2)CC1	0%
CC(=O)Nc1ccc(S(=O)(=O)NCc2ccco2)cc1	0%
CN(/N=C/c1ccc2c(c1)OCO2)c1ccccc1	19%
COc1cc(C(=S)N2CCOCC2)cc(I)c1O	45%
O=C(N/N=C/C1CC=CCC1)c1ccccc1 (stereo not given)	5%
CC(=O)Nc1ccc(N2C(=O)c3cc4ccccc4cc3C2=O)cc1	11%

The final 7 entries of the section before are carried over, then new ones follow:
SMILES	RNase H inhibition
CCOC(=O)c1sc(NC(=O)c2nn3c(C(F)(F)F)cc(-c4ccccc4)nc3c2Cl)c(C(=O)OCC)c1C	0%
CCCC(=O)N1CCN(Cc2ccccc2)CC1	0%
CC(=O)Nc1ccc(S(=O)(=O)NCc2ccco2)cc1	0%
CN(/N=C/c1ccc2c(c1)OCO2)c1ccccc1	19%
COc1cc(C(=S)N2CCOCC2)cc(I)c1O	45%
O=C(N/N=C/C1CC=CCC1)c1ccccc1 (stereo not given)	5%
CC(=O)Nc1ccc(N2C(=O)c3cc4ccccc4cc3C2=O)cc1	11%
COc1ccc(C=Nc2cccc(C(N)=O)c2)cc1OC	1%
COc1cccc(C2NC(=S)NC(C)=C2C(=O)Nc2ccccc2OC)c1 (stereo not given)	3%
O=C1/C(=C\c2ccc(-c3ccccc3Cl)o2)SC(=S)N1C1CCS(=O)(=O)C1 (stereo not given)	9%
O=C1C(=C/C=C/c2ccccc2)C(=O)c2ccccc21	15%
C/C(=N\NC(=O)c1ccoc1C)c1ccccn1	6%
COc1ccc(OC)c(-c2nc3ccc4ccccc4c3c3c2CCCC3)c1	12%
COC(=O)C1=C(C)N(C)C(=O)NC1c1cc(Br)c(O)c(OC)c1 (stereo not given)	17%
CS(=O)(=O)N(Cc1ccc(Cl)cc1)c1ccc(C(=O)N2CCOCC2)cc1	8%
CCOc1ccccc1NC(=O)CCc1ccccc1	0%
CCn1c(=O)c(C(=O)Nc2nc(C34CC5CC(CC(C5)C3)C4)cs2)c(O)c2ccccc21	8%
COc1ccc(C=C2C(=O)NC(=S)NC2=O)cc1OCc1ccc(Br)cc1	12%
COc1ccc(C2CC(=O)C3=C(C2)Nc2ccccc2NC3c2ccc(OC)c(OC)c2)cc1 (stereo not given)	8%
CN1C(=O)S/C(=C/c2cccn2-c2ccc(Cl)cc2)C1=O	44%
Cc1cc(Oc2ccc(-c3ccccc3)cc2)nc(-c2ccccc2)n1	15%
Cc1ccc(CSc2nnc3c(n2)OC(c2ccc(OCC(=O)O)cc2)Nc2ccccc2-3)cc1 (stereo not given)	0%

Random excerpt: 3 entries already listed, in no set order.
SMILES	RNase H inhibition
CN1C(=O)S/C(=C/c2cccn2-c2ccc(Cl)cc2)C1=O	44%
COc1ccc(C2CC(=O)C3=C(C2)Nc2ccccc2NC3c2ccc(OC)c(OC)c2)cc1 (stereo not given)	8%
O=C1C(=C/C=C/c2ccccc2)C(=O)c2ccccc21	15%

Additional entries follow.
SMILES	RNase H inhibition
Cc1occc1C(=O)N/N=C/c1ccc(O)cc1O	13%
COc1cc(/C=C2\SC(N)=NC2=O)cc(Cl)c1OCCOc1ccccc1	38%
CCOCCOC(=O)C1=C(C)NC2=C(C(=O)CC(c3ccc(OC)cc3)C2)C1c1cccc([N+](=O)[O-])c1 (stereo not given)	17%
Cc1cc(I)ccc1NC(=O)/C=C/c1cccc([N+](=O)[O-])c1	13%
Cc1ccc(-c2csc(/C(C#N)=C\c3ccc(C)o3)n2)c(C)c1	0%
CCOc1cccc(-c2cc(C(=O)NN)[nH]n2)c1	7%
CCN(CC)CC#CC(O)(C(C)C)C(C)C	0%
O=C(CCN1C(=O)/C(=C/c2ccccc2Cl)SC1=S)Nc1ccccc1C(=O)O	10%
Cc1sc(NC(=O)c2ccc(-c3ccccc3)cc2)c(C(N)=O)c1C	13%
O=C(Cc1ccc(Cl)cc1)N/N=C/c1c(F)cccc1Cl	21%
CC(CC#CCN1CCCCC1)OCCC#N (stereo not given)	7%
COC(=O)C1=C(N)OC2=C(C(=O)CCC2)C1c1ccc(OC)cc1 (stereo not given)	8%
O=C(CCC1CCCC1)Nc1nc(-c2ccc(Cl)cc2)cs1	9%
O=C(CCCC(=O)OCC(F)(F)C(F)F)Nc1cccc(F)c1	10%
Cc1cccc(C(=O)NC2CC(C)(C)NC(C)(C)C2)c1	4%
COc1ccc(/C(N)=N/OC(=O)c2ccccc2I)cc1OC	3%
Cc1ccc(-n2nc3cc(C)c(NC(=O)c4cccc([N+](=O)[O-])c4C)cc3n2)cc1	51%*
CCNC(=NCCc1ccccc1)SC1CC(=O)N(c2ccccc2)C1=O (stereo not given)	8%
O=C(Nc1ccccc1)/C(=C\c1ccccc1)NC(=O)c1ccccc1I	16%
O=C(/C=C/c1ccco1)Nc1ccc2c(c1)OCCO2	0%
O=C1NC(=O)C(=Cc2cc(Cl)ccc2OCc2ccc(Br)cc2)C(=O)N1	20%
COc1ccc(NC(=O)/C(C#N)=C/c2cc(C)n(-c3cccc(C)c3)c2C)cc1	0%
CCc1ccc(CN2CCN(C(=O)c3cc(OC)cc(OC)c3)CC2)cc1	6%
COc1ccc(OC)c(C2C(C(=O)OC(C)C)=C(C)NC3=C2C(=O)CC(c2ccc(Cl)cc2)C3)c1 (stereo not given)	8%
COc1cc(C)ccc1OCCCCOc1ccccc1OC(C)C	22%
COc1ccc(CCNC(=O)C(=O)Nc2ccccc2)cc1	11%
COc1ccc(/C=N/N2CCN(Cc3ccc(Cl)cc3)CC2)cc1OCc1ccccc1	10%
COc1cccc(C2NC(=O)NC(C)=C2C(=O)OCCSC)c1OC (stereo not given)	7%
CCN1C(=O)N(CC)C2C1N(COC(C)=O)C(=O)N2COC(C)=O (stereo not given)	3%
N=C1/C(=C/c2ccc(Br)cc2)C(=O)N=C2SC(c3ccccc3)=NN12	14%
COc1ccc2c(c1)/C(=C1/SC(C(C)=O)=C(c3ccccc3)S1)C(=S)C(C)(C)N2	32%
Cc1cc(/C=c2/sc3nc4ccccc4n3c2=O)c(C)n1-c1ccc(I)cc1	13%
O=C(NCCSCc1ccccc1)c1ccccc1Cl	2%
Cc1ccccc1OCCCCCn1ccnc1	3%
C=Cc1ccc(COc2ccc3c(c2)oc(=O)c2cc(OC)ccc23)cc1	13%
CC1=C(C(=O)OCCC#N)C(c2cc3c(cc2Br)OCO3)NC(=O)N1 (stereo not given)	12%
COc1cc(C(=O)N/C(=C/c2ccc(F)cc2)C(=O)NC(CCC(=O)O)C(=O)O)cc(OC)c1OC (stereo not given)	2%
O=C(NCCCO)c1ccccc1C(=O)c1ccccc1	20%
O=C(NCc1ccccn1)c1cc([N+](=O)[O-])cc([N+](=O)[O-])c1	4%
Cc1cccc(/C=N/NC(=O)c2cccc([N+](=O)[O-])c2)c1	0%
COc1cccc(C2NC(=O)NC(C)=C2C(=O)Nc2ccccc2OC)c1 (stereo not given)	8%
COc1ccc(N=C2C=C(C(C)(C)C)C(=O)C(C(C)(C)C)=C2)cc1	5%
O=C(Nc1ccc(NC(=O)c2cc3ccccc3o2)cc1)c1cccc(Cl)c1	23%
CCCCSc1nc(O)c(Cc2ccccc2)c(=O)[nH]1	6%
O=C(CN1CCN(c2ccc([N+](=O)[O-])c(N3CCCCC3)c2)CC1)N1CCOCC1	5%
O=C(NN1C(=O)/C(=C/c2c(Cl)cccc2Cl)SC1=S)c1ccncc1	9%
O=C(NNS(=O)(=O)c1ccc(Br)cc1)c1ccccc1	1%
CC(=O)c1cccc(NC(=O)c2ccc(OCc3ccccc3)cc2)c1	12%
COc1ccc2c(c1)N(S(=O)(=O)c1ccc(NC(C)=O)cc1)C(C)(C)C=C2C	16%
O=c1/c(=C/c2ccc(OCc3c(Cl)cccc3Cl)cc2)sc2nc3ccccc3n12	6%
COc1ccc(C2Nc3ccc(Br)cc3C(c3ccccc3)N2CC(=O)O)cc1 (stereo not given)	9%
CCOc1ccc(N(CC(=O)NCc2ccco2)S(C)(=O)=O)cc1	4%
CC1=C(C(=O)OCCC(C)C)C(c2ccccc2Cl)NC(=O)N1 (stereo not given)	7%
CCOc1ccc(-n2c(-c3ccccc3Cl)n[nH]c2=S)cc1	10%
C=CCN1C(=O)/C(=C/c2cc(C)n(-c3ccc(O)cc3)c2C)C(=O)NC1=S	15%
CC(C)(C)c1nc(Cc2ccc([N+](=O)[O-])cc2)no1	9%
CCOc1cc(/C=C2\C(=O)ON=C2C)ccc1O	38%
C=CCc1ccccc1OCC(=O)N/N=C/c1cccc(I)c1	19%
COc1ccc(OCCOc2c(Cl)cc(C=C3C(=O)NC(=O)NC3=O)cc2OC)cc1	4%
O=C(COc1ccc(Br)c2ccccc12)N=Nc1c(O)[nH]c2c(Br)cc(Br)cc12	0%
